BLM helicase inh: blocks DNA unwinding by human BLM helicase; P54132; recombinant BLM DNA unwinding, fluorescence dequenching; hit rate 0.2% among 350,000; Potency, µM (top dose mostly 56.1 µM), without a hit: at the top dose activity change, negative = inhibition, usual class: inhibitors;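 note: plate controls were vehicle for no effect and no enzyme for full effect; nearly all actives have a fitted effect of over 35% in size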
Pin1 inh: blocks the human prolyl isomerase Pin1; hit rate 0.009% among 390,000; Pin1 FP peptide displacement, HiFluor488, 10 min; Potency, µM (titrated, usually from 115 µM), inactives show top-dose activity, negative = inhibition, usual class: inhibitors; active = well fitted inhibition curve with a large enough effect in the polarisation, with a control signal flat, not every such curve was filed as active; inconclusive = small, poorly fitted or top-dose-only effect, or effect the other way, or a change in a side signal; inactive = no such curve, though single readings can be large or run the other way; the % refers to the polarisation; note: % is set by controls: 0 for no effect and ±100 for the full control effect
Target sequence (Q13526 whole entry, looked up): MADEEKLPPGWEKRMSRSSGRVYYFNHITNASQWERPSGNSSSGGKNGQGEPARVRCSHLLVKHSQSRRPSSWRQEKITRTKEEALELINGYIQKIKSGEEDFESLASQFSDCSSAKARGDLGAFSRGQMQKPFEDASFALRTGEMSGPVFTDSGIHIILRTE
G9a inh: inhibitors of human histone lysine methyltransferase G9a | G9a H3K9 monomethylation, AlphaScreen, 2 h | Potency, µM (doses to about 102 µM), without a hit: at the highest dose activity, negative = inhibition, hits mostly inhibitors | hit rate 8.8% among 350,000 | AID 504332; note: % is set by controls: 0 for no effect and ±100 for the full control effect; nearly all actives have a fitted effect of over 75% in size
Target sequence (Q96KQ7 913-1193 limits assumed): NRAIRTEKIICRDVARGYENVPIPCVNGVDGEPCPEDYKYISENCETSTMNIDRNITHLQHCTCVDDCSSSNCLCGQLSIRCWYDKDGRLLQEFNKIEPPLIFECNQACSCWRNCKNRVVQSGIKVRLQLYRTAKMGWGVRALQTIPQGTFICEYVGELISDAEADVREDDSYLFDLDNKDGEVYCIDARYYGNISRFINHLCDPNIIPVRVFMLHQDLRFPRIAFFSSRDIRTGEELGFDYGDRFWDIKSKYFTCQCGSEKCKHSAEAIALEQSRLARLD
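AlphaScreen detection with an anti-monomethyl H3K9 antibody quantified product after a 2 h room-temperature reaction containing 500 nM biotinylated H3K9 peptide, 20 µM SAM and 20 nM enzyme, which had been preincubated 15 min with compound.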
PGK inhibitor: T. brucei PGK inhibition. hit rate 0.043% among 380,000. P07378. Potency, µM (doses to about 57.5 µM), without a hit: at the top dose activity change, negative = inhibition, usual class: inhibitors. PGK/GAPDH coupled, Kinase-Glo luminescence, 60 min; note: % is set by controls: 0 for no effect and ±100 for the full control effect; nearly all actives have a fitted effect of over 60% in size
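Recombinant glycosomal PGK reaction used 1,3-bisphosphoglycerate generated in-well by GAPDH (100nM final) in 100mM TEA pH 7.6, 5mM MgCl2, 0.01% Tween-20. After 60 minutes at room temperature, ATP was read by Kinase-Glo Plus luminescence end-point.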
POLI inh: blocks human DNA polymerase iota activity. Q9UNA4. Pol iota fluorescent replication assay, 10 min. Potency, µM (doses to about 115 µM), for inactives: at the top dose activity, negative = inhibition, most hits filed as inhibitors. hit rate 1% among 390,000
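Fluorescent replication assay read twice, at 0 min and 10 min after adding 50 nM (final) substrate. Enzyme (10 nM) and compounds were first incubated 15 min at room temperature; enzyme-free buffer wells were negative controls.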
HP1b chromo inh: HP1-beta chromodomain-methylated histone interaction inhibition | P83916 | Potency, µM (series often up to 114 µM), inactives show top-dose activity change, negative = inhibition, actives largely listed as inhibitors | AID 540317 | AlphaScreen HP1-beta / biotin-H3K9me3 peptide binding | hit rate 0.56% among 390,000; note: nearly all actives have a fitted effect of over 70% in size; inactives centre near 23
Target sequence (P83916 whole entry, looked up): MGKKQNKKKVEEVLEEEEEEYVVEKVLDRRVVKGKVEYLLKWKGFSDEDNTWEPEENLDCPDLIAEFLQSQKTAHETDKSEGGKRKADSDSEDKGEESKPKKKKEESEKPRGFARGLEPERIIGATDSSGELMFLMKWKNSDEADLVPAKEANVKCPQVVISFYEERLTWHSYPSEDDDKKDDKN
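Compound inhibition of the preformed complex between 50 nM HP1-beta and 50 nM biotinylated H3K9me3 peptide was read by AlphaScreen. Buffer was PBS pH 7.4 with 0.01% Tween-20. Incubations ran 30 min at room temperature, with 10 ug/mL donor/acceptor beads.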
JMJD2A Tudor: blocks the human JMJD2A Tudor domain; O75164; AlphaScreen JMJD2A-Tudor / H3K4me3 peptide binding; Potency, µM (highest dose often 114 µM), for the others: at the top dose activity change, negative = inhibition, usual class: inhibitors; hit rate 4.4% among 390,000; AID 504339; note: % is set by controls: 0 for no effect and ±100 for the full control effect; nearly all actives have a fitted effect of over 50% in size
GLS inh: blocks human kidney-isoform glutaminase activity. GLS enzymatic activity, qHTS titration. Potency, µM (highest dose often 45.5 µM), without a hit: at the top dose activity change, negative = inhibition, usual class: inhibitors. hit rate 0.21% among 410,000. AID 624170; note: % is set by controls: 0 for no effect and ±100 for the full control effect
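Human kidney-isoform GLS in 45 mM KH2PO4 pH 8.2, 0.02% Tween-20, with compound, started with 1mM L-Glutamine (added stock). Glutamate oxidase/HRP/Amplex red coupled fluorescence read at start and after 30 min at RT.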
BAZ2B inh: blocks human BAZ2B; Potency, µM (highest dose often 114 µM), without a hit: top-dose activity change, negative = inhibition, hits mostly inhibitors; hit rate 4.4% among 360,000; Q9UIF8; AlphaScreen BAZ2B-H3K14Ac peptide displacement; AID 504333; note: % is set by controls: 0 for no effect and ±100 for the full control effect; nearly all actives have a fitted effect of over 60% in size
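AlphaScreen luminescence quantifies BAZ2B engagement of H3K14Ac peptide; the protein and biotinylated peptide are both at 50 nM final, buffer PBS pH 7.4 with 0.01% Tween-20, all steps at room temperature.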
* hit, by the source's call; & = joins results of further samples; [ ] = dose if it differs, or a comment. Unless noted, calls come from the whole dose curve; as a rule, active = well fitted curve in the direction sought with a large enough effect; inconclusive = small, poorly fitted or top-dose-only effect, or another doubt; inactive = no such curve, though single readings can be large; an effect the other way counts as inactive or inconclusive. Potency is the fitted concentration of half-maximal effect. Not all compounds are listed, so the mix of outcomes need not match the whole.

`c1ccc2c(c1)cnc1ccccc12` gave BLM helicase inh -4.7%, Pin1 inh -3.2%&-1.7%, G9a inh 16.4%[59 µM], PGK inhibitor -4.7%&-10.2%, POLI inh 138.0%&37.4%[activator], HP1b chromo inh 15.1%&40.6%, JMJD2A Tudor -3.5%&-2.7%, GLS inh -1.7%&0.7% and BAZ2B inh 8.4%.
CC(C)OCCCNC(=O)c1ccc2c(c1)NC(=O)c1ccccc1S2 was read as BLM helicase inh -0.2%&-3.0%, Pin1 inh 2.4%&0.4%, G9a inh 20.2%, PGK inhibitor -4.2%, POLI inh 138.9%&26.6%[activator], HP1b chromo inh 30.5%&7.9%, JMJD2A Tudor -2.4%&-18.2%, GLS inh 1.1%&5.1% and BAZ2B inh 1.5%&-2.1%.
Cc1ccc(N2CC(C(=O)N3CCOCC3)CC2=O)cc1C (configuration not stated) was read as BLM helicase inh -6.0%, Pin1 inh 5.2%, G9a inh 7.0%, PGK inhibitor -0.8%, POLI inh 8.9%, HP1b chromo inh 20.5%, JMJD2A Tudor -11.3%, GLS inh 4.5% and BAZ2B inh 1.0%.
`O=C(CCN1CCN(Cc2ccccc2)CC1)NNC(=O)Nc1cccc([N+](=O)[O-])c1` gave BLM helicase inh 0.5%, Pin1 inh -2.8%, PGK inhibitor 0.3%, POLI inh 16.4%, HP1b chromo inh 17.6%, JMJD2A Tudor -3.5%, GLS inh 0.0% and BAZ2B inh -7.8%.
`CC1(N2CCCCC2)CC2(O)C(=[N+]1[O-])CCC/C2=N\O` (configuration not stated) gave BLM helicase inh -7.8%, Pin1 inh -1.7%, G9a inh inconclusive, PGK inhibitor -11.2%, POLI inh inconclusive, HP1b chromo inh 35.0%[activator], JMJD2A Tudor -34.8%, GLS inh 11.1% and BAZ2B inh -19.9%.
Screening COc1ccc(C2c3ccc4ccccc4c3Oc3ncn(CCCO)c(=N)c32)cc1OC (configuration not stated) returned BLM helicase inh 43.0%[activator], Pin1 inh -1.7%, G9a inh inconclusive, PGK inhibitor -8.1%, POLI inh 116.4%[activator], HP1b chromo inh -24.3%, JMJD2A Tudor inconclusive, GLS inh -6.9% and BAZ2B inh -29.5%.
COc1ccc(CCNc2nc(-c3ccc(Cl)cc3)cc(C(F)(F)F)n2)cc1OC was read as BLM helicase inh -17.0%, Pin1 inh 1.1%, G9a inh 30.5%[59 µM], PGK inhibitor -8.9%, POLI inh 7.0%, HP1b chromo inh 50.8%[activator], JMJD2A Tudor 8.5%, GLS inh 2.4% and BAZ2B inh -0.1%.
`COc1ccc(/C=C/C(=O)Nc2cc(S(=O)(=O)N3CCOCC3)ccc2C)cc1OC` gave BLM helicase inh -12.7%, Pin1 inh -2.4%, G9a inh -2.2%, PGK inhibitor inactive, POLI inh 52.0%[activator], HP1b chromo inh 55.3%[activator], JMJD2A Tudor 1.4%, GLS inh -5.2% and BAZ2B inh -2.1%.
Screening Cc1ccc2cc(-c3noc(C(C)(C)C)n3)c(=O)[nH]c2c1 returned BLM helicase inh 0.1%, Pin1 inh -4.7%, G9a inh -2.5%[59 µM], PGK inhibitor 0.3%, POLI inh 22.2%, HP1b chromo inh 42.5%[activator], JMJD2A Tudor -19.2%, GLS inh 11.2% and BAZ2B inh 9.4%.
O=C(CN1C(=O)NC2(CCOc3ccccc32)C1=O)Nc1cccc([N+](=O)[O-])c1 (configuration not stated) was read as Pin1 inh 0.6%, PGK inhibitor -4.9%, POLI inh 30.4%, HP1b chromo inh 27.2%, JMJD2A Tudor -20.3% and GLS inh 4.0%.
For CCCOC(=O)c1c(NC(=O)c2cc3nc(-c4ccc(OC)cc4)cc(C(F)(F)F)n3n2)sc2c1CCCC2 the results were BLM helicase inh -5.8%, Pin1 inh 8.7%, G9a inh inconclusive, PGK inhibitor 5.2%, POLI inh -29.0%, HP1b chromo inh 5.3%, JMJD2A Tudor -5.2%, GLS inh 17.3% and BAZ2B inh 2.6%.
For COc1cccc(C2CCCN2Cc2nc(-c3cnccn3)no2)c1 (configuration not stated) the results were BLM helicase inh -3.3%, Pin1 inh 4.9%, PGK inhibitor -9.4%, POLI inh -0.4%, HP1b chromo inh 21.5%, JMJD2A Tudor -24.0%, GLS inh -1.1% and BAZ2B inh -2.2%.

Brought forward from above: 3 entries; new compounds follow.
O=C(CN1C(=O)NC2(CCOc3ccccc32)C1=O)Nc1cccc([N+](=O)[O-])c1 (configuration not stated) was read as Pin1 inh 0.6%, PGK inhibitor -4.9%, POLI inh 30.4%, HP1b chromo inh 27.2%, JMJD2A Tudor -20.3% and GLS inh 4.0%.
For CCCOC(=O)c1c(NC(=O)c2cc3nc(-c4ccc(OC)cc4)cc(C(F)(F)F)n3n2)sc2c1CCCC2 the results were BLM helicase inh -5.8%, Pin1 inh 8.7%, G9a inh inconclusive, PGK inhibitor 5.2%, POLI inh -29.0%, HP1b chromo inh 5.3%, JMJD2A Tudor -5.2%, GLS inh 17.3% and BAZ2B inh 2.6%.
For COc1cccc(C2CCCN2Cc2nc(-c3cnccn3)no2)c1 (configuration not stated) the results were BLM helicase inh -3.3%, Pin1 inh 4.9%, PGK inhibitor -9.4%, POLI inh -0.4%, HP1b chromo inh 21.5%, JMJD2A Tudor -24.0%, GLS inh -1.1% and BAZ2B inh -2.2%.
Screening COc1ccc(Br)c2c1-c1nc(NC(=O)c3ccccc3SC)sc1C2 returned BLM helicase inh -6.2%, Pin1 inh -5.0%, G9a inh inconclusive, PGK inhibitor 4.9%, POLI inh inconclusive, HP1b chromo inh 17.8%, JMJD2A Tudor inconclusive, GLS inh 4.1% and BAZ2B inh -13.3%.
C/C(=N/NC(=O)CNC(=O)CCc1ccccc1)c1ccc(Cl)cc1 was read as BLM helicase inh -6.2%, Pin1 inh 1.0%, G9a inh -5.2%, PGK inhibitor -2.0%, POLI inh 117.1%[activator], HP1b chromo inh 20.5%, JMJD2A Tudor -12.5%, GLS inh -0.2% and BAZ2B inh -1.0%.
For COc1ccc(NC(=O)CSc2nnc(NC(=O)c3ccc(S(=O)(=O)N4CCOCC4)cc3)s2)cc1 the results were BLM helicase inh -5.3%, Pin1 inh 10.5%, G9a inh 0.3%[59 µM], PGK inhibitor 8.4%, POLI inh 16.4%, HP1b chromo inh 27.2%, JMJD2A Tudor -9.4%, GLS inh 14.5% and BAZ2B inh 27.9%.
`Cc1cc(Br)cc2c(C(=O)Nc3c(C)n(C)n(-c4ccccc4)c3=O)cc(-c3cccs3)nc12` gave BLM helicase inh 1.1%, Pin1 inh inconclusive, G9a inh -4.4%[59 µM], PGK inhibitor -6.1%[11.5 µM], POLI inh -2.0%, HP1b chromo inh 3.3%, JMJD2A Tudor -28.0%, GLS inh 1.2% and BAZ2B inh -2.6%.
CCOc1ccc(CN2CCN(Cc3cccn3-c3ncccn3)CC2CCO)cc1 (configuration not stated) was read as BLM helicase inh -12.1%, Pin1 inh -6.3%, PGK inhibitor -8.0%, POLI inh 1.6%, HP1b chromo inh 1.5%[57 µM], JMJD2A Tudor inconclusive, GLS inh 0.0% and BAZ2B inh 0.4%.
Cc1cc(C)cc(OCCSc2nc3ccc(NC(=O)c4cccs4)cc3s2)c1 was read as BLM helicase inh -8.0%, Pin1 inh 22.5%, G9a inh -4.6%[59 µM], PGK inhibitor 9.1%, POLI inh -1.2%, HP1b chromo inh 45.3%[activator], JMJD2A Tudor -19.2%, GLS inh 3.2% and BAZ2B inh 1.0%.
Screening CCn1c(=O)c2sccc2n(CC(=O)NC2CCCC2)c1=O returned BLM helicase inh -1.6%, Pin1 inh 8.3%, G9a inh -9.1%, PGK inhibitor inactive, POLI inh 101.5%[activator], HP1b chromo inh 25.7%, JMJD2A Tudor 0.0%, GLS inh -14.5% and BAZ2B inh -1.3%.
Screening CCCCCCSc1cc(-c2nc3cc(C)ccn3c2NCCCC)ccc1OC returned Pin1 inh inconclusive, G9a inh 8.5%[2.33 µM], PGK inhibitor -8.3%, POLI inh -15.7%, HP1b chromo inh 25.9%, JMJD2A Tudor inconclusive, GLS inh 23.0%&0.9% and BAZ2B inh -36.0%.
For Cc1ccc(NC(=O)CN2C(=O)c3ccccc3C2=O)cc1 the results were BLM helicase inh -6.1%, Pin1 inh -2.4%, PGK inhibitor -5.4%, POLI inh 77.2%[activator], HP1b chromo inh 12.3%, JMJD2A Tudor -10.5%, GLS inh -5.7% and BAZ2B inh 7.0%.
For CCN(c1ccccc1)S(=O)(=O)c1ccc(F)c(C(=O)O)c1 the results were BLM helicase inh 2.4%, Pin1 inh -0.5%, G9a inh -21.8%[12.7 µM], PGK inhibitor inactive, POLI inh -0.6%, HP1b chromo inh 29.2%, JMJD2A Tudor 6.5%, GLS inh 3.5% and BAZ2B inh -11.9%.
`CC1Cc2ccccc2N1C(=O)C1CCCN(S(=O)(=O)c2cccc3cccnc23)C1` (configuration not stated) gave BLM helicase inh -8.1%, Pin1 inh 20.5%, G9a inh inconclusive, PGK inhibitor -6.8%, POLI inh 13.1%, HP1b chromo inh 36.7%, JMJD2A Tudor -28.6%, GLS inh -0.7% and BAZ2B inh -32.7%.
For CSCC[C@H](NC(=O)N1CCn2c1nc1ccccc12)C(=O)NCC1CCCO1 (some centres not stated) the results were BLM helicase inh 0.2%, Pin1 inh -2.4%, G9a inh -9.0%, PGK inhibitor inactive, POLI inh 0.0%, HP1b chromo inh 38.7%, JMJD2A Tudor -4.3%, GLS inh -13.3% and BAZ2B inh -19.8%.
For O=[N+]([O-])c1cccc(-c2cnc3ccccc3n2)c1 the results were BLM helicase inh 0.2%, Pin1 inh 6.9%, G9a inh -23.2%, PGK inhibitor -5.9%, POLI inh 5.0%, HP1b chromo inh 20.7%, JMJD2A Tudor -12.8%, GLS inh 6.9% and BAZ2B inh -9.9%.

Assay outcomes: PubChem BioAssay, National Center for Advancing Translational Sciences (NCATS)
